GCN5L2 inh: qHTS Assay for Inhibitors of GCN5L2; GCN5L2 HAT assay, ThioGlo1 CoA-SH fluorescence; 0.21% of 390,000 active; Histone acetyltransferase KAT2A (Homo sapiens), Q92830; Potency, µM (doses to about 58.9 µM), for inactives: top-dose activity change, negative = inhibition, hits mostly inhibitors
Target sequence (Q92830 whole entry, looked up): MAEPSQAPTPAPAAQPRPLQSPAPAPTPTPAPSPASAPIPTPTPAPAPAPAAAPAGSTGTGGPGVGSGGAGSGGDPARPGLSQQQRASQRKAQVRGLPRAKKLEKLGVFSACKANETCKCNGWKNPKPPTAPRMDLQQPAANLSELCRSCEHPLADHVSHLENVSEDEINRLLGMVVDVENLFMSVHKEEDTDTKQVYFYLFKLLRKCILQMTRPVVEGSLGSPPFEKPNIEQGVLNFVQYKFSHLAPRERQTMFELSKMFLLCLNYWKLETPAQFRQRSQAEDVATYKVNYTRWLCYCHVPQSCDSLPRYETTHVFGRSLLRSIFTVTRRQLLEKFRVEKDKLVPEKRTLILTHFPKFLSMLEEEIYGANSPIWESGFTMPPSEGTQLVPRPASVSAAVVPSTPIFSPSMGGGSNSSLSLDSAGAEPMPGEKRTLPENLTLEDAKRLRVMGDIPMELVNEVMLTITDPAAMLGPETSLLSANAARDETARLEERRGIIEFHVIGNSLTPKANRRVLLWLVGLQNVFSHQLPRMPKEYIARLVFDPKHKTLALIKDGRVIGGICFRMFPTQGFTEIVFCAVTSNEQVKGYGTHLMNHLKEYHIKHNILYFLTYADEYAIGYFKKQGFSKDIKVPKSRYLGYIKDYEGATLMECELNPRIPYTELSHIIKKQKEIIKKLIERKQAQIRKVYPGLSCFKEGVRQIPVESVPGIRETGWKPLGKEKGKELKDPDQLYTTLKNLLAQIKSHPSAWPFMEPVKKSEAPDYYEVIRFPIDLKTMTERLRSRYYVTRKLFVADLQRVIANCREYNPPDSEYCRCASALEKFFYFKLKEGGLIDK
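ThioGlo1-coupled HAT assay: 20nM GCN5L2, 70uM acetyl-CoA, 75uM H3(1-25) peptide, pH 7.5. Fluorescence read at 340/540nm at start and after 20 min at room temperature.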
FEN1 inh: qHTS Assay for the Inhibitors of Human Flap endonuclease 1 (FEN1). Recombinant FEN1 flap cleavage, fluorescence, 15 min. 0.35% of 390,000 active. P39748. Potency, µM (titrated, usually from 114 µM), without a hit: top-dose activity change, negative = inhibition, usual class: inhibitors; also: nearly all actives have a fitted effect of over 65% in size
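FEN1 at 10 nM preincubated with compounds 15 min at room temperature, then flap DNA substrate added at 50 nM final. Signal read at 0 and 15 min; concentration-response fitted with four-parameter Hill equation.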
N370S GC mod: qHTS Assay for Inhibitors and Activators of N370S glucocerebrosidase as a Potential Chaperone Treatment of Gaucher Disease | Lysosomal acid glucosylceramidase (Homo sapiens), P04062 | N370S GC spleen homogenate, 4MU-glucoside fluorescence | Potency, µM (doses to about 59.4 µM), for inactives: top-dose activity change, negative = inhibition, usual class: inhibitors | 0.092% of 330,000 active | AID 2101, 2009;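 also: 0% = full enzyme activity and -100% = no enzyme basal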
An asterisk follows results filed as active; & = joins results of further samples. Calls follow the shape of the dose curve; as a rule, active = well fitted curve in the direction sought with a large enough effect; inconclusive = small, poorly fitted or top-dose-only effect, or another doubt; inactive = no such curve, though single readings can be large; an effect the other way counts as inactive or inconclusive. Unless noted, % is scaled to controls: 0 for no effect and ±100 for the full control effect; potency is read from the fitted curve at half-maximal effect.

For COc1ccc(/C=C/C(=O)NC(=S)N2CCCCC2)cc1OC the results were GCN5L2 inh -12%, FEN1 inh 14% and N370S GC mod 2%.
For O=C(Cc1ccc(Cl)cc1)NCC(=O)N1CCCC1 the results were GCN5L2 inh -15%, FEN1 inh -3% and N370S GC mod 1%.
`CCN(CC)S(=O)(=O)c1ccc(NC(=O)CSc2nnc(-c3cccc(OC)c3)n2C)cc1` gave GCN5L2 inh -6%, FEN1 inh -21% and N370S GC mod -12%.
`O=S(=O)(c1ccc(Br)cc1)N1CCCC1` gave GCN5L2 inh -3%, FEN1 inh 3% and N370S GC mod -7%.
`Cc1ccc(NC(=O)CN2C(=O)CCn3nc(-c4cccn4C)cc32)cc1` gave GCN5L2 inh -13% and FEN1 inh -2%.
`O=C(NC(=S)Nc1ccccc1)c1ccc(-c2ccccc2)cc1` gave GCN5L2 inh -1%, FEN1 inh -2% and N370S GC mod -2%.
For O=C(NCC(=O)N(CCN1CCOCC1)C(C(=O)NC1CCCC1)c1cccnc1)c1cccs1 (stereo not drawn) the results were GCN5L2 inh 2%, FEN1 inh -4% and N370S GC mod -15%.
`CCCCn1c(O)c(N=NC(=O)c2ccccc2NS(=O)(=O)c2cccs2)c2ccccc21` gave GCN5L2 inh -5%, FEN1 inh 5% and N370S GC mod 22%.
O=C(CCNS(=O)(=O)/C=C/c1ccccc1)NCCc1c[nH]c2ccccc12 was read as GCN5L2 inh -1%, FEN1 inh 18% and N370S GC mod -16%.
For COc1ccc(CNC(=O)C(=O)Nc2cccc(C)c2C)cc1 the results were GCN5L2 inh 1% and FEN1 inh 15%.
C#CCOCCOCCOCCNc1nc(N2CCOCC2)nc(N2CCN(C(=O)[C@H](C)n3cc(CCCN=C(N)N)nn3)CC2)n1 was read as GCN5L2 inh 1%, FEN1 inh -13% and N370S GC mod 0%.
For C=CCCN(C(CC(C)C)C(=O)OC)S(=O)(=O)c1cc(Br)ccc1Br (stereo not drawn) the results were GCN5L2 inh -10%, FEN1 inh -2%&3% and N370S GC mod 0%&12%.
Screening CC(=O)Nc1ccc(S(=O)(=O)N2CCC(C(=O)NCc3ccco3)CC2)cc1 returned GCN5L2 inh -23%, FEN1 inh -2% and N370S GC mod -12%.
NC(=O)COc1ncn(-c2ccccc2)n1 was read as GCN5L2 inh -2%, FEN1 inh 0% and N370S GC mod 5%.
`CC(/C=N\NC(=O)Cn1c(C)nc2ccccc21)=C\c1ccccc1` gave GCN5L2 inh -14%, FEN1 inh 1% and N370S GC mod -1%.
Screening CCCNC(=O)c1ccc2c(=O)c(O)c(-c3ccc(C)cc3)[nH]c2c1 returned GCN5L2 inh -7%, FEN1 inh inconclusive and N370S GC mod 8%.
COc1ccc(-n2ccnc2SCC(=O)Nc2cccc(OC)c2)cc1 was read as GCN5L2 inh 3% and FEN1 inh 10%.
For COc1ccc(C(=O)c2c(N)sc3c2CCN(C(=O)OC(C)(C)C)C3)cc1 the results were GCN5L2 inh -7%, FEN1 inh 3% and N370S GC mod -8%.
For CCCNC(=O)C(Cc1ccc(Br)cc1)NC(=O)c1ccc(C#N)cc1 (stereo not drawn) the results were GCN5L2 inh 1% and FEN1 inh 13%.
For Nc1ccc(OCC(O)C[n+]2ccc(CCS(=O)(=O)[O-])cc2)cc1 (stereo not drawn) the results were GCN5L2 inh 3%, FEN1 inh -9% and N370S GC mod -9%.
For CCCCNC(=O)c1sc(=S)n(-c2ccccc2OC)c1N the results were GCN5L2 inh -9%, FEN1 inh -17% and N370S GC mod 0%.
`COc1ccc(C2CCCN2C(=O)Nc2cccc(C(C)=O)c2)cc1OC` (stereo not drawn) gave GCN5L2 inh 2%, FEN1 inh 1% and N370S GC mod 2%.
For O=C(CN1C(=O)NC2(CCCCCCC2)C1=O)Nc1ccc(Br)cc1Br the results were GCN5L2 inh 2% and FEN1 inh 5%.
Screening O=C(NCC1CCN(Cc2ccccc2F)CC1)C1CCCN(c2ncnc3c2nc2n3CCCCC2)C1 (stereo not drawn) returned GCN5L2 inh 0%, FEN1 inh -4% and N370S GC mod -10%.
For CC(=O)n1ccnc1 the results were GCN5L2 inh -2%, FEN1 inh 18% and N370S GC mod 0%.
CC[C@H](C)[C@H](NC(=O)[C@H](Cc1ccc(O)cc1)NC(=O)[C@@H](NC(=O)[C@H](CCCN=C(N)N)NC(=O)[C@@H](N)CC(=O)O)C(C)C)C(=O)N[C@@H](Cc1cnc[nH]1)C(=O)N1CCC[C@H]1C(=O)N[C@@H](Cc1ccccc1)C(=O)N[C@@H](Cc1cnc[nH]1)C(=O)N[C@@H](CC(C)C)C(=O)O was read as GCN5L2 inh 9% and N370S GC mod -7%.
Cc1oc2cc3oc(=O)c(CCC(=O)N[C@H](C(=O)O)C(C)C)c(C)c3cc2c1C was read as GCN5L2 inh -17%, FEN1 inh 0% and N370S GC mod -14%.
O=C1NC2(CCCCC2)C(=O)N1CCN1C(=O)c2ccccc2C1=O was read as GCN5L2 inh -8%, FEN1 inh -6% and N370S GC mod 3%.
Screening COc1cc2c(cc1NS(=O)(=O)N1CCCCC1)oc1ccccc12 returned GCN5L2 inh 0%, FEN1 inh -13% and N370S GC mod inconclusive.
O=C(Cn1cc(S(=O)(=O)Cc2ccccc2)c2ccccc21)N1CCOCC1 was read as GCN5L2 inh -18%, FEN1 inh 2% and N370S GC mod -10%.
For Cc1cc(C(=O)CSc2nnc(-c3cccnc3)n2-c2ccccc2F)c(C)n1CC1CCCO1 (stereo not drawn) the results were GCN5L2 inh -2%, FEN1 inh -7% and N370S GC mod -9%.
CCn1c(CCc2nc3ccccc3[nH]2)n[nH]c1=S was read as GCN5L2 inh -6%, FEN1 inh -3% and N370S GC mod 10%.
`O=C(O)Cc1csc(NC(=O)CSc2cccc(C(=O)O)n2)n1` gave GCN5L2 inh -2%, FEN1 inh -2% and N370S GC mod -1%.
`CCOCC(=O)Nc1cc(-c2cn3cccnc3n2)ccc1C` gave GCN5L2 inh -30%, FEN1 inh 3% and N370S GC mod inconclusive.
Cc1cc(C(=O)CSc2n[nH]c(N)n2)c(C)n1-c1ccc(F)cc1 was read as GCN5L2 inh -3%, FEN1 inh 3% and N370S GC mod -2%.
Screening COCCSc1ccccc1C(=O)Nc1ccncc1 returned GCN5L2 inh -1%, FEN1 inh -11% and N370S GC mod 1%.
`Cc1cccc(-c2nnc3n2N=C(c2ccccc2)CS3)c1` gave GCN5L2 inh -1%, FEN1 inh 2% and N370S GC mod 12%.
Cc1cc2c(c(=O)n1CCc1ccccc1)C(C(C)C)C(C#N)=C(N)O2 (stereo not drawn) was read as GCN5L2 inh -2%, FEN1 inh -12% and N370S GC mod -2%.
`COc1ccc(S(=O)(=O)N2CCc3ccccc32)cc1C(=O)NCCc1ccccn1` gave GCN5L2 inh -4%, FEN1 inh 3% and N370S GC mod -4%.
COc1ccc(C(=O)NN2C(=O)C3CCC(C)(C2=O)C3(C)C)cc1 (stereo not drawn) was read as GCN5L2 inh 0%, FEN1 inh 5% and N370S GC mod -11%.
Screening CCOC(=O)c1cnn(-c2ccccc2)c1-n1cccc1C(=O)C(=O)Nc1ccc(F)cc1 returned GCN5L2 inh inconclusive, FEN1 inh -17% and N370S GC mod -16%.
Screening O=C(CCN1C(=O)c2ccc([N+](=O)[O-])cc2C1=O)Nc1ccccc1C(=O)O returned GCN5L2 inh -5%, FEN1 inh -2% and N370S GC mod -5%.
`Cc1ccc(C)c(S(=O)(=O)NCC(=O)N2CCCC2)c1` gave GCN5L2 inh -9%, FEN1 inh 8% and N370S GC mod -12%.
Cc1cccc(NC(=O)CN2CCN(C(=O)c3oc4c(Cl)cccc4c3C)CC2)c1C was read as GCN5L2 inh -2% and FEN1 inh 1%.
For Cc1cccc(N2CC(O)(c3cccs3)[N+]3=C2CCCC3)c1C (stereo not drawn) the results were GCN5L2 inh -1%, FEN1 inh -1% and N370S GC mod -3%.
For COc1ccc(OC)c(Nc2nc(-c3sc(NC(=O)c4ccccc4)nc3C)cs2)c1 the results were GCN5L2 inh 0% and N370S GC mod 6%.
`COC(=O)Nc1ccc(S(=O)(=O)N2CCCC(C(=O)NC3CCCCC3)C2)cc1` (stereo not drawn) gave GCN5L2 inh -1%, FEN1 inh 1% and N370S GC mod -2%.
For CCN(CC(=O)Nc1cccc(OC)c1)CC(=O)Nc1ccccc1C the results were GCN5L2 inh 1%, FEN1 inh 9% and N370S GC mod 1%.
`Cc1ccccc1Nc1c(-c2ccc(Br)cc2O)nc2sccn12` gave GCN5L2 inh -10% and FEN1 inh -24%.
CCOC(=O)/C=C/c1nc(C(=O)OCC)c(C)c(=O)[nH]1 was read as GCN5L2 inh 20%, FEN1 inh 21% and N370S GC mod 2%.
Screening COc1cc(C(=O)NC2CC(C)(C)Cc3c2cnn3-c2ccccc2)cc(OC)c1OC (stereo not drawn) returned GCN5L2 inh -1%, FEN1 inh -2% and N370S GC mod -5%.
For CC(NC(=O)C1CCN(C(=O)Nc2ccccc2)CC1)c1ccccc1 (stereo not drawn) the results were GCN5L2 inh 1%, FEN1 inh -4% and N370S GC mod -4%.
`COC(=O)C1=C(C(=O)OC)C(c2ccc(OC)c(OC)c2)c2sc(=O)[nH]c2S1` (stereo not drawn) gave GCN5L2 inh inconclusive, FEN1 inh -2% and N370S GC mod -2%.
`C[C@@H](OC(=O)c1[nH]cnc1C(=O)N1CCN(C(=O)OC(C)(C)C)CC1)c1ccccc1` gave GCN5L2 inh 1% and FEN1 inh -6%.
Screening Cc1ccc(C)c(NC(=O)COC(=O)c2ccc3c(c2)OCO3)c1 returned GCN5L2 inh -13%, FEN1 inh 22% and N370S GC mod -18%.
Screening COc1ccc(-n2ncc3c(=O)n(CC(=O)N4c5ccccc5CC4C)cnc32)cc1 (stereo not drawn) returned GCN5L2 inh -6%, FEN1 inh 1% and N370S GC mod 23%.
CCOC(=O)c1c(C)[nH]c(C(=O)COC(=O)c2cccnc2Cl)c1C was read as GCN5L2 inh 1% and FEN1 inh 2%.
For Fc1ccc(-c2cc(-c3cccs3)cc(-c3ccccc3)n2)cc1 the results were GCN5L2 inh -16%, FEN1 inh -5% and N370S GC mod 1%.
Screening Cc1cccc(NC(=O)CN(C)S(=O)(=O)c2cccc3cccnc23)c1 returned GCN5L2 inh -3%, FEN1 inh -6% and N370S GC mod 3%.
Screening Brc1cc2ccccc2[n+](Cc2ccccc2)c1 returned GCN5L2 inh -4%, FEN1 inh 12% and N370S GC mod -12%.
O=C(/C=C/c1ccc(Cl)c([N+](=O)[O-])c1)Nc1ccc(NC(=O)c2ccco2)cc1 was read as GCN5L2 inh 0%, FEN1 inh -10% and N370S GC mod 17%.
`O=S(=O)(N[C@H](CO)c1ccccc1)c1ccc(Br)cc1F` gave GCN5L2 inh -6% and FEN1 inh 10%.
Screening Nc1cccc(C(=O)Nc2cccc3ncccc23)c1 returned GCN5L2 inh -13%, FEN1 inh 11% and N370S GC mod -6%.
`O=C(O)/C=C/c1ccc2ccccc2n1` gave GCN5L2 inh 0%, FEN1 inh -1% and N370S GC mod 5%.
Screening Cc1cc(C)nc(N/N=C/c2ccc([N+](=O)[O-])o2)n1 returned GCN5L2 inh -10%, FEN1 inh -1% and N370S GC mod -1%.

Of the compounds above, these have bromine:
`O=S(=O)(c1ccc(Br)cc1)N1CCCC1` gave GCN5L2 inh -3%, FEN1 inh 3% and N370S GC mod -7%.
For C=CCCN(C(CC(C)C)C(=O)OC)S(=O)(=O)c1cc(Br)ccc1Br (stereo not drawn) the results were GCN5L2 inh -10%, FEN1 inh -2%&3% and N370S GC mod 0%&12%.
For CCCNC(=O)C(Cc1ccc(Br)cc1)NC(=O)c1ccc(C#N)cc1 (stereo not drawn) the results were GCN5L2 inh 1% and FEN1 inh 13%.
For O=C(CN1C(=O)NC2(CCCCCCC2)C1=O)Nc1ccc(Br)cc1Br the results were GCN5L2 inh 2% and FEN1 inh 5%.
`Cc1ccccc1Nc1c(-c2ccc(Br)cc2O)nc2sccn12` gave GCN5L2 inh -10% and FEN1 inh -24%.
Screening Brc1cc2ccccc2[n+](Cc2ccccc2)c1 returned GCN5L2 inh -4%, FEN1 inh 12% and N370S GC mod -12%.
`O=S(=O)(N[C@H](CO)c1ccccc1)c1ccc(Br)cc1F` gave GCN5L2 inh -6% and FEN1 inh 10%.

Screens as filed in PubChem BioAssay.

Not all compounds are listed; the hit share may differ from the screen's.
